Screens as filed in PubChem.
SUMO1 PPI mod: SUMO1-SIM interaction modulation | P63165 | SUMO1 binding to a labelled peptide, TR-FRET, 1 h | inhibition, % at 20 µM | hit rate 0.33% among 360,000; in the data active = inhibition above about 37%
Target sequence (P63165 whole entry, looked up): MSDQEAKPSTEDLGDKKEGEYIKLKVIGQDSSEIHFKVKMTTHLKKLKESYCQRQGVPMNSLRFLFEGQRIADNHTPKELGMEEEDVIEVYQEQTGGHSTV
MLLE-PAM2 inh: inhibitors of microRNA-mediated deadenylation, human PABP1 MLLE binding; inhibition, % at 20 µM; AID 588489; P11940; hit rate 0.36% among 360,000; GST-MLLE / FITC-PAM2 fluorescence polarization; in the data active = inhibition above about 35%, passing the limit was not always enough;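 note: plate controls were DMSO wells with GST-MLLE for no effect and wells lacking GST-MLLE protein for full effect; some results filed as inactive read as strong as hits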
Target sequence (P11940 whole entry, looked up): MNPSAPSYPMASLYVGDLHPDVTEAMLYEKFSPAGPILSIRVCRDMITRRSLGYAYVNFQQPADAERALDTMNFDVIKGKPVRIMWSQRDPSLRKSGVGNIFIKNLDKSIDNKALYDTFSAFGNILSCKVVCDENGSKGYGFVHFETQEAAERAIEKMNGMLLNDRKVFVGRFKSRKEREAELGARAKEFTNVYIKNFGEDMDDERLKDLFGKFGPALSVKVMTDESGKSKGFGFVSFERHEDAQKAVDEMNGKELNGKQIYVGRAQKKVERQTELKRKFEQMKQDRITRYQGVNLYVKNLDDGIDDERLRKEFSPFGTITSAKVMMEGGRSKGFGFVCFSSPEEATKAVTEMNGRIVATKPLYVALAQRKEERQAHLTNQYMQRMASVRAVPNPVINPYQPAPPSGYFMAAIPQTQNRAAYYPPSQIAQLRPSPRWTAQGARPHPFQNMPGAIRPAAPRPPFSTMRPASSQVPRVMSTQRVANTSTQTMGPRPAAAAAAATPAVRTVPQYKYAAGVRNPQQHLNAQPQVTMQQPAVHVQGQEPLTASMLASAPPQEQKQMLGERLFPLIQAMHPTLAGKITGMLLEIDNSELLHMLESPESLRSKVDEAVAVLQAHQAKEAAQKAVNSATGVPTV
STEP block: blocks human striatal-enriched tyrosine phosphatase | P54829 | recombinant STEP, OMFP fluorogenic substrate, fluorescence | inhibition, % at 20 µM | hit rate 0.25% among 360,000;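 active = inhibition at 20 µM, scaled per plate between control wells, above about 37%, limit read from the data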;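 note: 0% = DMSO with enzyme and substrate and 100% = substrate only without enzyme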
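Material: STEP (striatal-enriched tyrosine phosphatase) enzyme, cell-free; Compound dosing: 20 µM single dose in 1% DMSO; Technique: fluorescence read at 480 nm ex / 540 nm em; Times: reaction 20 min, ambient temperature; Medium: 50 mM Bis-Tris pH 6.0 with 2.5 mM DTT and 0.005% Tween 20; Also added: OMFP at 25 µM.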
NadD block: inhibitors of Staphylococcus aureus NadD; purified NadD enzyme, colorimetric absorbance read-out; hit rate 0.78% among 360,000; AID 602399; inhibition, % at 20 µM; in the data active = inhibition above about 26%; note: some compounds past the cut are filed as inactive
Rpn11 block: inhibitors of human proteasome Rpn11; hit rate 0.59% among 360,000; O00487; calls only at 20 µM; human 26S proteasome, Ub4-pepOG fluorescence polarization; 20S core pre-blocked with epoxomicin;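 active = inhibition at 20 µM, scaled to each plate's controls, above about 33%, limit read from the data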
DNMT1 block: blocks human DNA methyltransferase DNMT1 | DNMT1 molecular beacon, Hinp1I cleavage, fluorescence | inhibition (reported as % activation of signal), % at 10 µM | hit rate 0.83% among 360,000; in the data active = inhibition above about 50%
CSN deneddyl inh: CSN deneddylation inhibition; Q92905; Purified CSN, SCF-Nedd8-OG deneddylation, fluorescence polarization; inhibition, % at 12.5 µM; hit rate 0.38% among 360,000;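 active = pattern-corrected inhibition above about 35%, with an unprinted fluorescence ratio check between 0.5 and 1.5, limit read from the data, passing the limit was not always enough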;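 note: 0% = enzyme with substrate and 100% = substrate without enzyme; some results filed as inactive read as strong as hits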
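Schedule: reaction 90 min, room temperature / Assay system: HEK293T-derived human Csn5 enzyme / Input: Csn5 at 0.24 nM final / Measure: inhibition of Csn5 cleavage, % / Control set: substrate-only high control, full reaction low control / Technique: fluorescence polarization of the substrate / Buffer or medium: Tris/NaCl/DTT buffer, pH 7.5 / Reagent: SCFSkp2-Nedd8OG substrate at 10 nM final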
Scp1 inh: blocks human Scp-1 phosphatase activity; Q9GZU7; Recombinant Scp1, phosphopeptide, malachite green phosphate absorbance; inhibition, % at 20 µM; hit rate 0.88% among 340,000;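 active = inhibition above about 50% at 20 µM, limit read from the data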;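 note: plate controls were DMSO wells with enzyme for no effect and wells lacking enzyme for full effect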
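Test system: SCP-1 phosphatase catalytic domain, residues 76-261; measured by: colorimetric phosphate reagent with accelerator and stabiliser, absorbance at 630 nm; timing: enzyme reaction 45 min at room temperature, colour 5 min, stabilisation 30 min; also added: Phosphorylated 17-residue peptide substrate; compound dosing: one concentration, 20 µM, with 1.0% DMSO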
TbMetRS inhib: Trypanosoma brucei MetRS inhibition; hit rate 0.4% among 360,000; purified T. brucei MetRS, ATP depletion, Kinase-Glo luminescence; inhibition, % at 11.9 µM;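 active = inhibition above a per-plate cutoff of the control wells' mean inhibition plus 3 SD, cut at about 5.5% in these data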;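 note: 0% = DMSO wells median and 100% = median of wells with control inhibitor compound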
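Test system – parasite MetRS enzyme · Reagent – substrates ATP, L-methionine and bulk Escherichia coli tRNA · Doses – 11.9 µM compound single dose, 0.9% DMSO · Times – 15 min enzyme-compound preincubation, 2 h reaction, 10 min detection, 25 °C · Signal – Kinase-Glo luminescence, ATP depletion format · Controls – DMSO-only wells as low control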
LMPTP inh: blocks human LMPTP phosphatase | recombinant LMPTP-A, OMFP fluorogenic substrate, fluorescence intensity | inhibition, % at 20 µM | hit rate 0.22% among 360,000;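 active = compounds that cut the enzyme signal by at least half of the control window in the single-dose screen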;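 note: plate controls were DMSO wells with enzyme plus substrate for no effect and substrate without enzyme for full effect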
Target sequence (P24666 whole entry, looked up): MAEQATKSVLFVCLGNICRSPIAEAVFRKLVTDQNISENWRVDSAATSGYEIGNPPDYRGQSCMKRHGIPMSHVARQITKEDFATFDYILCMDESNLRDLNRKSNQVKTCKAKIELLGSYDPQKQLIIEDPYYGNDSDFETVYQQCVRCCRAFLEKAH
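Test system: LMPTP-A, protein tyrosine phosphatase of low molecular weight; Input: 0.625 nM enzyme; Incubation: 50 min dark incubation at room temperature; Signal: endpoint fluorescence intensity from OMFP dephosphorylation; Read-out basis: % inhibition versus control wells.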
* hit, by the source's call; i = inactive; . = not tested or not shown.

cpd	Compound	SUMO1 PPI mod	MLLE-PAM2 inh	STEP block	NadD block	Rpn11 block	DNMT1 block	CSN deneddyl inh	Scp1 inh	TbMetRS inhib	LMPTP inh
1	COc1ccc(/C=N/Nc2nnc(Cc3ccc(OC)c(OC)c3)c(=O)[nH]2)cc1OC	-3	-18	3	4	i	1	-9	-1	0.5	1.7
2	Nc1nc(SCC(=O)Nc2c(Br)cc([N+](=O)[O-])cc2Br)n[nH]1	-23	32	-3	0	i	-1	3	-2	-0.8	0.3
3	CCCCOC(=O)Oc1ccc2c(=O)c(Oc3cc(C)cc(C)c3)coc2c1	0	-11	0	2	i	15	-5	-6	-1.4	1.5
4	Cc1ccc(CSCC(=O)NCc2ccc(F)cc2)cc1	1	9	3	-6	i	1	-1	-5	-0.7	0.2
5	COc1cc(C2NC(=O)C(C#N)=C(S)N2c2ccc(C)cc2)ccc1OC(C)C (stereo not drawn)	3	17	1	11	i	-2	1	-8	-0.4	-2.7
6	O=C(Nc1ccc(OCCO)cc1)c1csc([C@H]2C[C@H](O)[C@@H](CO)O2)n1	-3	15	0	-9	i	-3	-1	.	-0.4	6.3
7	Cc1ccc(NC(=O)Nc2cccs2)nc1	2	12	0	-5	i	0	2	-4	0.3	-0.2
8	NC(=O)Cc1cn(-c2ncc(C(F)(F)F)cc2Cl)c2ccccc12	-2	-7	4	1	i	-3	1	-11	-0.2	-2.4
9	CN(C1CCCCC1)S(=O)(=O)c1ccc(NC(=O)c2ccc(Br)o2)cc1	1	3	-2	-6	i	-5	5	-5	0.2	0.9
10	CN1C[C@@H](CO)O[C@@H](n2cnc3c(N4CCOCC4)ncnc32)C1	3	5	-2	1	i	1	1	.	-0.2	-1.8
11	CCN(CC)CC#CCC(O)(c1ccccc1)c1ccccc1	1	8	0	-3	i	0	9	-4	-0.6	1.1
12	CNC(=O)CSc1nnc(NC(=O)C2CC(=O)N(c3ccccc3OC)C2)s1 (stereo not drawn)	4	1	3	6	i	-1	-1	-2	0.3	0.1
13	CCOC(=O)Nc1ccc2c(c1)N(C(=O)CCN1CCOCC1)c1ccccc1S2=O (stereo not drawn)	0	-2	-1	0	i	2	-4	-2	0.3	-1.1
14	O=C(NC1CCCC1)C1c2ccccc2OCC(=O)N1CC(F)(F)F (stereo not drawn)	0	.	.	2	.	.	1	.	-0.4	-0.6
15	Nc1nc(NC(=O)c2ccco2)nn1-c1ccccc1	1	10	-1	5	i	3	2	-3	-1.2	-2.3

More entries
cpd	Compound	SUMO1 PPI mod	MLLE-PAM2 inh	STEP block	NadD block	Rpn11 block	DNMT1 block	CSN deneddyl inh	Scp1 inh	TbMetRS inhib	LMPTP inh
16	Cc1ccc(S(=O)(=O)NC(=O)Cn2nnc(-c3ccccc3)c2COc2ccc3ccccc3c2)cc1	6	10	0	14	i	5	0	.	-0.3	0.1
17	C/C(=N\Nc1ccc2nncn2n1)c1ccco1	-6	-8	-1	0	i	0	5	8	-0.2	-2.1
18	Cc1ccc(Cl)cc1N1CCN(C(=O)CNC(=O)c2ccc(Br)o2)CC1	-2	0	3	0	i	-4	-5	0	-0.4	0.9
19	CCCCCCN1C[C@@H](O)[C@H](n2cc(-c3ccc(F)cc3)nn2)C[C@@H]1c1ccccc1	0	-6	-2	7	i	4	-3	.	-0.2	-0.3
20	COc1cc(Cn2nnc3ccccc32)ccc1O	-2	-1	-2	-9	i	1	1	-6	-0.4	-1.2
21	COc1cc(C(=O)OCC(=O)NCC2CCCCC2)ccc1OCC(C)C	-2	-6	0	-2	i	-2	2	-7	-0.4	-1.2
22	Cc1ccc(S(=O)(=O)N2CCN(CC(=O)N/N=C\c3ccc(O)c(O)c3)CC2)cc1	-5	-3	3	-1	i	4	-2	-3	-0.3	-0.3
23	O=C(COC(=O)c1ccccn1)Nc1cccc(Cl)c1Cl	-2	4	0	-2	i	0	0	-6	-0.6	-0.1
24	O=C1CCc2cc(S(=O)(=O)Nc3cccc(F)c3)cc3c2N1CC3	2	7	-3	4	i	-2	2	1	-0.5	-1.3
25	O=[N+]([O-])c1cccc(-c2ccc(/C=N/NC(=S)Nc3ccccc3)o2)c1	-9	25	0	26	i	-9	-8	7	1.2	1.6
26	COc1cc([N+](=O)[O-])c(C)cc1NC(=O)c1ccc(OC)c(OC)c1	-3	0	-4	0	i	2	3	.	-0.2	-0.2
27	CC(=O)c1cccc(NC(=O)c2ccc(C)c(S(=O)(=O)N3CCOCC3)c2)c1	8	7	1	0	i	0	-4	-5	-0.9	0.0
28	CC(=O)N1CCSc2ccc(S(=O)(=O)NCCc3cccc(C)c3)cc21	0	-4	-2	-3	i	-3	2	-8	0.0	0.0
29	COc1ccc(/C=N/Nc2nc(C)cc(-c3ccccc3)n2)cc1OC	-4	-11	3	1	i	0	6	0	0.0	1.0
30	O=C(COC(=O)CCNS(=O)(=O)c1ccc2c(c1)OCCO2)NC1CCCc2ccccc21 (stereo not drawn)	4	0	-3	-4	i	1	-1	-11	-0.5	-1.2

Fetched by compound from the entries so far:
cpd	Compound	SUMO1 PPI mod	MLLE-PAM2 inh	STEP block	NadD block	Rpn11 block	DNMT1 block	CSN deneddyl inh	Scp1 inh	TbMetRS inhib	LMPTP inh
22	Cc1ccc(S(=O)(=O)N2CCN(CC(=O)N/N=C\c3ccc(O)c(O)c3)CC2)cc1	-5	-3	3	-1	i	4	-2	-3	-0.3	-0.3
18	Cc1ccc(Cl)cc1N1CCN(C(=O)CNC(=O)c2ccc(Br)o2)CC1	-2	0	3	0	i	-4	-5	0	-0.4	0.9

Going on with the list.
cpd	Compound	SUMO1 PPI mod	MLLE-PAM2 inh	STEP block	NadD block	Rpn11 block	DNMT1 block	CSN deneddyl inh	Scp1 inh	TbMetRS inhib	LMPTP inh
31	O=S(=O)(Cc1cc(Cl)nc(-c2cccnc2)n1)c1ccccc1	3	-5	2	-2	i	-1	0	-13	-0.7	-0.4
32	COc1ccc(-c2nn(C)c(=O)c3ccccc23)cc1NC(=O)Cn1nc(C)c2ccccc2c1=O	-2	9	2	1	i	-1	4	-8	-1.2	0.0
33	CCCCC(=O)NC(=S)NNS(=O)(=O)c1ccccc1	-6	12	0	-1	i	4	-6	-11	0.5	-1.8
34	CCOC(=O)c1ccc(Nc2cc(C)nc(N3CCOCC3)n2)cc1	6	-6	1	-11	i	-8	2	3	-0.6	8.8
35	CC(C)CN(CCOc1cccc(N2C(=O)C3=C(CCCC3)C2=O)c1)CC(C)C	4	-1	2	-1	i	3	-21	-5	-0.1	-1.1
36	O=C(CCN1C(=O)/C(=C/c2ccc(F)cc2)SC1=S)NC1C=CS(=O)(=O)C1 (stereo not drawn)	-26	0	-1	-5	i	6	1	-7	-0.3	4.8
37	c1ccc(CCn2nnnc2CN2CCCc3ccccc32)cc1	-8	51	-8	5	i	-3	-8	0	-0.2	3.2
38	COc1cccc(OC(C)c2ccnc3nc(/N=C/N(C)C)nn23)c1 (stereo not drawn)	-5	-4	-1	-1	i	2	-2	14	-0.5	0.4
39	CCOc1ccc2[nH]c(=O)c(CN(Cc3nnnn3Cc3ccco3)C3CCCCC3)cc2c1	14	29	3	13	i	14	-2	2	-1.3	-0.8
40	Cc1ccc2c(c1)N(CC(=O)N1CCN(c3ccccc3)CC1)C(=O)C(C)O2 (stereo not drawn)	3	-10	0	1	i	3	-1	-7	-0.1	0.6
41	CCOC(=O)COc1ccc(S(=O)(=O)N2CCN(C(=O)OCC)CC2)cc1	1	7	-2	-1	i	3	4	-7	-0.5	-0.6
42	CCOc1cc(S(=O)(=O)NCc2cccs2)ccc1Cl	-2	-7	-1	-20	i	-8	2	-12	-0.1	0.8
43	CC(C)c1cc(C(=O)N/N=C/c2ccoc2)cs1	3	-5	2	8	i	2	10	-4	0.1	-1.4
44	O=[N+]([O-])c1cccc(-c2nnc(-c3ccccc3F)o2)c1	-29	0	2	-4	i	4	1	-4	-0.6	0.5
45	CCc1nc2c(OCc3ccc(OC(F)F)cc3)cccn2c1N(C)C(=O)c1cccs1	5	0	2	3	i	-7	0	.	-0.3	0.3

Going on with the list.
cpd	Compound	SUMO1 PPI mod	MLLE-PAM2 inh	STEP block	NadD block	Rpn11 block	DNMT1 block	CSN deneddyl inh	Scp1 inh	TbMetRS inhib	LMPTP inh
46	COc1ccc(S(=O)(=O)N2CCN(C(=O)c3cc(C4CC4)nn3-c3ccccc3)CC2)cc1OC	-7	12	0	2	i	0	-4	-2	-0.4	2.3
47	O=C(COc1ccc2ccccc2c1)NCCn1ccc2ccccc21	0	-13	-2	-7	i	-5	1	-22	1.0	5.7
48	CC(C)CC(NC(=O)c1cccs1)c1nnc(SCc2ccc(Cl)c(Cl)c2)n1C (stereo not drawn)	1	9	0	3	i	2	-9	5	0.1	2.3
49	O=C(O)C[C@H]1c2cc(F)ccc2S(=O)(=O)N1Cc1ccccc1	4	9	0	-1	i	11	-1	-2	-0.3	-0.7
50	c1ccc(C2=NN(c3ccccc3)CC2)cc1	-8	-7	5	-6	i	0	7	-2	-1.1	5.6
51	CCOC(=O)c1c(C)c(/C=N/Nc2ccccc2)n(C)c1C	-4	-17	-7	-1	i	-9	1	-1	0.0	1.5
52	COC(=O)c1c(C)nn(-c2ccccc2)c1N	13	3	0	-1	i	-3	-3	-13	0.0	-1.7
53	Cc1ccccc1N1C(=O)c2cc(S(N)(=O)=O)c(Cl)cc2NC1C (stereo not drawn)	8	4	-2	-1	i	-3	-5	-6	0.1	-0.4
54	CC(=O)Nc1ccc(NC(=O)C(C)OC(=O)CSc2ccc(Br)cc2C)cc1 (stereo not drawn)	3	12	0	-9	i	-5	4	-8	-0.3	1.5
